Screening data from PubChem BioAssay.
SNCA viab count: counter-screen for SNCA expression inhibitors: cell viability. actives 0.12% (n = 150,000). Potency, µM (top dose mostly 57.1 µM), without a hit: at the top dose activity change, negative = cytotoxicity, usual class: cytotoxic. HEK-293-SNCA-luc viability, GF-AFC fluorescence, 24 h;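 further: potency means the concentration at half of the fitted maximal effect; 0% = DMSO-treated cells and -100% = medium-only wells without cells; nearly all actives have a fitted effect of over 30% in size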
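HEK-293-SNCA-luc cells (1500/well) plated 24 h, then exposed 24 h to a dilution series; GF-AFC added 30 min at 37C, fluorescence 405/540 nm; normalised to medium-only and DMSO wells, Hill fit.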
FLuc inh: blocks purified firefly luciferase enzyme activity; Potency, µM (highest dose often 115 µM), inactives show at the top dose activity change, negative = inhibition, hits mostly inhibitors; AID 1347043; purified P. pyralis luciferase, luminescence, biochemical; actives 2.5% (n = 76,000); further: potency means the concentration at half of the fitted maximal effect; nearly all actives have a fitted effect of over 65% in size
Target sequence (P08659 whole entry, looked up): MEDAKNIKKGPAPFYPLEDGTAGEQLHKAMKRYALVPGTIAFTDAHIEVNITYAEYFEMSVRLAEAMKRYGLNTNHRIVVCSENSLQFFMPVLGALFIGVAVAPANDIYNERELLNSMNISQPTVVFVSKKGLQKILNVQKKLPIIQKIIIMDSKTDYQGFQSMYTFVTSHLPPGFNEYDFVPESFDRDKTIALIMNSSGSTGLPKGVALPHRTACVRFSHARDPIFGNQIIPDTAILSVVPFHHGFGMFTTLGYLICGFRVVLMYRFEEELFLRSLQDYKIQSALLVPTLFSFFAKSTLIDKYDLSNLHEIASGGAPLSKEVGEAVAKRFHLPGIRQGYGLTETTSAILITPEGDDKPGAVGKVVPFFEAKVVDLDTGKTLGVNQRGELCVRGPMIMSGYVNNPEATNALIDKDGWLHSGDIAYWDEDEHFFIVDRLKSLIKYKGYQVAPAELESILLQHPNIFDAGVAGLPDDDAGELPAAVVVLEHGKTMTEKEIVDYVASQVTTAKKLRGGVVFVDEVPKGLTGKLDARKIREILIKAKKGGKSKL
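Inhibitors were tested against purified firefly luciferase in a biochemical, low-substrate format (both substrates at 10uM) and luminescence measured with a CCD imager.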
GPT2 inhibitor: blocks human glutamate pyruvate transaminase 2; Q8TD30; Recombinant GPT2, coupled pyruvate oxidase/HRP Amplex Red fluorescence; Potency, µM (doses to about 57.7 µM), inactives show top-dose activity change, negative = inhibition, usual class: inhibitors; actives 0.25% (n = 100,000); further: potency means the concentration at half of the fitted maximal effect; nearly all actives have a fitted effect of over 60% in size; many of its hits are not listed in these tables
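Fluorescence read-out: pyruvate from GPT2 turnover coupled to pyruvate oxidase, HRP and Amplex Red (0.2mM ThPP, 0.2U/mL PO and HRP, 50uM Amplex final). Substrates 250uM a-KG, 2mM L-alanine; enzyme 10ng/uL; 30 min RT.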
IP6K1 inh: IP6K1 kinase inhibition | IP6K1 kinase, ADP-Glo luminescence, 2 h; hits give low values | Q92551 | activity change, % (series mostly up to about 58 µM) | actives 0.81% (n = 140,000) | AID 1645851; in the data active means activity change below about -25%
Target sequence (Q92551 whole entry, looked up): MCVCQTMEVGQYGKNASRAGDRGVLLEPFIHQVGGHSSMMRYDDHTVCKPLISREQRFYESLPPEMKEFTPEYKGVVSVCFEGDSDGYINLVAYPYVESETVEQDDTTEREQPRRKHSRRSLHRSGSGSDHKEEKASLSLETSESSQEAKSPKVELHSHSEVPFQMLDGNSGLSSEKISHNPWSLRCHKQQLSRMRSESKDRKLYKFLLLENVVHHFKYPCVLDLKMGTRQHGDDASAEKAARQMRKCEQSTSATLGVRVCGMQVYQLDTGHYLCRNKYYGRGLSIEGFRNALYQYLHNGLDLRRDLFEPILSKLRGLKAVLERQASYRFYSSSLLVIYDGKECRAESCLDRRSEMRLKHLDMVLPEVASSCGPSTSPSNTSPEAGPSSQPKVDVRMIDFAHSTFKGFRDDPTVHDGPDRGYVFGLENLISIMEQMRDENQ
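ADP-Glo luminescence measures ADP made by human IP6K1 during a 2 h RT reaction with ATP/IP6 (mix at 1.3 mM/130 uM); top library doses 57.5 and 19.1 uM final.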
HEK293 tox: HEK 293 cell cytotoxicity; HEK 293 viability, ATP luminescence (CellTiter-Glo), 48-72 h; Potency, µM (titrated, usually from 115 µM), for inactives: at the top dose activity change, negative = cytotoxicity, actives largely listed as inhibitors; actives 6.6% (n = 94,000); AID 1345083; further: potency means the concentration at half of the fitted maximal effect; nearly all actives have a fitted effect of over 60% in size
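Luminescence from cellular ATP, measured with CellTiter-Glo, indicates HEK 293 viability. Cells plated at 250 cells/well are treated with compound for 48 or 72 hr at 37 degree Celsius before reagent addition.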
NIH3T3 tox: cytotoxic compounds in NIH 3T3 cells; NIH 3T3 viability, CellTiter-Glo ATP luminescence, 48-72 h; actives 4.3% (n = 94,000); Potency, µM (titrated, usually from 96.7 µM), for inactives: at the top dose activity change, negative = cytotoxicity, usual class: inhibitors; further: potency means the concentration at half of the fitted maximal effect; nearly all actives have a fitted effect of over 55% in size
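Cells were seeded at 400 per well, treated with pin-transferred compound, and kept 48 or 72 hr at 37 °C before CellTiter-Glo addition and luminescence imaging of cellular ATP.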
SNCA expr inhib: reduces expression of the alpha-synuclein gene. HEK-293 SNCA-luciferase knock-in, luminescence, 24 h. Potency, µM (highest dose often 57.2 µM), for the others: at the highest dose activity change, negative = inhibition, actives largely listed as inhibitors. actives 0.17% (n = 140,000);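 further: potency means the concentration at half of the fitted maximal effect; plate controls were DMSO cells for no effect and cell-free wells for full effect; nearly all actives have a fitted effect of over 45% in size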
Active calls of the source: *; i = inactive; ? = inconclusive; . = no result given; & = joins results of further samples; [ ] = dose if it differs, or a comment. Unless noted, the call rests on the fitted dose curve; in most records, active means well fitted curve in the direction sought with a large enough effect; inconclusive means small, poorly fitted or top-dose-only effect, or another doubt; inactive means no such curve, though single readings can be large; an effect the other way counts as inactive or inconclusive. Unless noted, on the % scale 0 is the no-effect control and ±100 the full control effect.

SMILES	SNCA viab count	FLuc inh	GPT2 inhibitor	IP6K1 inh	HEK293 tox	NIH3T3 tox	SNCA expr inhib
CCCn1cnc2c1CN(S(C)(=O)=O)[C@H](C(=O)OC)C2	-5%[87.6 µM]	-9%[172 µM]	-29%[88.5 µM]	-5	3%[172 µM]	-13%[174 µM]	-6%[87.6 µM]
COCCN1C(=O)c2ccccc2C(C(=O)Nc2ccc(F)cc2)C12CCCCC2 (configuration not stated)	3%	-2%	i	23	5%	-1%	12%
O=C(Nc1cccc(Cl)c1)C1CCc2nnc(C3CC3)n21 (configuration not stated)	-1%[12.5 µM]	.	0%	18	-9%	-17%	22%
CCOc1ccccc1NC(=O)Cn1ncc2c(=O)oc3ccc(C)cc3c21	-2%	.	.	4	.	.	16%
COC1CCC(N(C(=O)C2CCC(C)CC2)c2cc(C3=CCCCC3)sc2C(=O)O)CC1 (configuration not stated)	?	.	2%	.	.	.	10%
CCOc1ccc(N(CC(=O)Nc2ccc(F)cc2F)S(=O)(=O)c2c(C)[nH]c(=O)[nH]c2=O)cc1	-5%	.	.	-25	.	.	20%
Cn1c(CNC(=O)C23CCCC=C2N(C2CCCC2)C(=O)CC3)nc2ccccc21 (configuration not stated)	-15%	?	i	-3	?	-33%	39%[activator]
COc1cccc(-c2cc3c(=O)n(CCNC(=O)c4ccccc4)ccn3n2)c1	-6%	?	-12%	-3	?	-26%	47%[activator]
CCCCS(=O)(=O)N[C@@H](Cc1ccc(OCCCCC2CCNCC2)cc1)C(=O)O	-1%	.	-2%	26&-5	.	.	-35%[25.6 µM]
Cc1ccc(NC(=O)N2CCC(OC3CCN(S(C)(=O)=O)CC3)CC2)c(C)c1	-6%	-6%	-3%	-4	-17%	-17%	-6%
CCOc1ccc(-c2cc3c(=O)n(Cc4nc(-c5ccc(OC(C)C)cc5)oc4C)ccn3n2)cc1Cl	-1%	.	.	-9	.	.	48%[activator]
Cc1ccsc1CN1CC(C(=O)NCc2ccncc2)C2(CCOCC2)C1 (configuration not stated)	-10%	-6%	i	11	-14%	-19%	11%
Cc1cc(C)c(CN2CCC3(CC2)Cc2ccccc2CNC3=O)c(C)c1	-10%	.	i	6	0%	0%	-4%
O=C(C=CC#Cc1cccc(NS(=O)(=O)c2ccccc2)c1)NO	-26%	.	?	.	.	.	18%
COCCN1C(=O)CC[C@]2(C(=O)NCc3ccco3)CCCC[C@@H]12	-3%	1%	i	-2	?	-9%	10%
O=C1c2[nH]nc(-c3ccccc3)c2C(c2ccccc2)N1c1cccc(C(F)(F)F)c1 (configuration not stated)	?	.	.	-1	.	.	?
Clc1ccccc1C1(c2ccnc(C3CC3)n2)CCNCC1	?	3%	4%	5	?	?	-6%
C=CCn1cc(CN(Cc2ccc(SC)cc2)C2CC2)c(C)n1	-1%	-12%	-10%	-7	?	?	34%[activator]
COC(=O)[C@H](Cc1ccc(OC)cc1)NC(=O)[C@H]1CN(S(=O)(=O)c2ccccc2)CCN1C(=O)NC1CCCCC1	?	-5%	i	-1	?	-12%	-4%
Cc1noc2c(N(C)C)cc(-c3cccc(C(F)(F)F)c3)nc12	-3%[87.6 µM]	0%[172 µM]	1%[88.5 µM]	23	-13%[172 µM]	?	-4%[87.6 µM]
O=C(O)c1ccc(CN2CCC(CN[C@@H]3C[C@H]3c3ccccc3)CC2)cc1	-3%	.	i	-8	.	.	.
CC(=O)Nc1ccc(NC(=O)C2CCN(c3cnccn3)CC2)cc1	9%	.	.	-2	.	.	0%
O=C(OCc1cc(=O)n2nc(-c3cccs3)sc2n1)c1ccccc1	?	.	.	-4	.	.	43%[activator]
CC(C)CCN1CCC2(CC1)NC(=O)c1ccccc1O2	2%[87.6 µM]	-5%[172 µM]	i	4	-16%[172 µM]	-14%[138 µM]	-19%[87.6 µM]
COCC(=O)N1CCC(C(=O)NCC2COc3cc(OC)ccc3C2)CC1 (configuration not stated)	5%	12%	i[11.5 µM]	16	i	i	12%
Next structures:
SMILES	SNCA viab count	FLuc inh	GPT2 inhibitor	IP6K1 inh	HEK293 tox	NIH3T3 tox	SNCA expr inhib
CNC(=O)c1cc(C2CC2)nc2onc(C3CCN(C(=O)Cc4ccc(OC)cc4)C3)c12 (configuration not stated)	.	.	.	-5	1%	-22%	.
Cc1nc2cnccn2c1C(=O)NCc1cccc(F)c1	.	.	.	-4	i	-8%[138 µM]	.
COc1ccccc1N1CCN(C(=O)c2sc3nc4n(c(=O)c3c2C)CCC4)CC1	8%	.	.	-5	.	.	35%[activator]
CC(C)CNc1cc(NC2CCCCC2)c2c3c(onc13)-c1ccccc1C2=O	?	.	.	-10	.	.	-27%
CCc1ccc(C2CC(=O)Nc3cc4c(cc32)OCO4)cc1 (configuration not stated)	-4%	.	.	9	.	.	-21%
COc1ccc(C)cc1N(C)C(=O)c1sc2nc3n(c(=O)c2c1C)CCCCC3	4%	.	.	-7	.	.	11%
Cc1cc(C)cc(-n2ccnc2SCC(=O)Nc2cccc3ccccc23)c1	-13%	.	.	-1	.	.	?
CCOc1ccccc1NC(=O)Nc1cc(C(=O)NCc2ccc(C)cc2)ccc1N1CCCC1	2%	.	.	10	.	.	48%[activator]
COC(=O)c1ccccc1NC(=O)COCc1cc(-c2cccs2)on1	-6%	.	.	28	.	.	-14%
O=C1NC2(CCN(Cc3ccc(C(F)(F)F)cc3)CC2)Oc2ccccc21	7%	3%	i	5	?	-12%	4%
COc1ccc(-c2cc(N3CCC(NC(=O)c4ccc5c(c4)OCO5)C3)n[nH]2)cc1 (configuration not stated)	-9%	-13%	i	11	79µM*	?	-15%
Cn1cnnc1CC1CCN(C(=O)c2cn3cc(Cl)ccc3n2)CC1	-5%	4%	0%	26	2%	-3%	7%
CCN(C(=O)CN1C(=O)NC2(CCC(C)CC2)C1=O)c1ccccc1 (configuration not stated)	1%	-8%	i	24	2%	-16%	-5%
Cc1ccc(C)c(C(=O)N2CCC(C3CCN(C)CC3)C2)c1 (configuration not stated)	2%[12.5 µM]	-1%	-13%	16	-10%	-19%	0%
Cc1nc(C)c(C(=O)N[C@@H]2CN(Cc3cccnc3)C[C@H]2CN(C)C)s1	8%	6%	-2%	-3	-6%	-28%	-4%
CCn1nccc1C(=O)N1C[C@@H](Oc2cccnc2)C[C@@H]1C(=O)NCCOC	-3%	9%	4%	24	-1%	-2%	9%
CC(=O)N1CCCC(N2C(=O)c3c(c(C)nn3-c3ccccc3)C2C2CC2)C1 (configuration not stated)	.	.	.	-5	-11%	?	.
CCOC(=O)C1CCCN(C(=O)c2cnc3cc(C)nn3c2)C1 (configuration not stated)	3%[87.6 µM]	.	-13%[88.5 µM]	6	?	-12%[138 µM]	?
CN1CC2(CCN(C(=O)c3n[nH]c4ccccc34)CC2)CC1C(=O)N1CCOCC1 (configuration not stated)	3%	6%	i	-9	-2%	3%	-6%
O=C(NCCc1ccccc1)c1ccc2c(c1)N(Cc1ccccc1)C(=O)c1ccccc1S2=O (configuration not stated)	26%	.	.	3	.	.	53%[activator]
COc1ccc(C2Cn3nnc(-c4noc(-c5ccco5)n4)c3CO2)cc1 (configuration not stated)	0%	-9%	i	13	11%	i	-23%
COc1cccc(C(=O)N2CCN(C(=O)c3cccc(-c4cccc(OC)c4)c3)CC2)c1	-3%[12.5 µM]	.	-5%	-2	?	?	-28%
CCCNC(=O)C(NC(=O)c1ccc(OC)cc1)C1CCN(C(=O)c2ccccc2OC)CC1 (configuration not stated)	-8%	3%	i	-3	-4%	-1%	8%
COCCNC(=O)[C@H]1C[C@H](Oc2cccnc2)CN1C(=O)NCCc1ccccc1	1%	1%	-11%	7	-2%	i	14%
O=C(C1CCCC1)N1Cc2ccccc2CC2(CCN(CC3CCNC3)C2)C1 (configuration not stated)	-26%	.	i	-7	?	?	-9%
Further results.
SMILES	SNCA viab count	FLuc inh	GPT2 inhibitor	IP6K1 inh	HEK293 tox	NIH3T3 tox	SNCA expr inhib
C=CCOC(=O)C1=C(C)N=C2SC=C(CC(=O)N3CCOCC3)N2C1c1ccc(C)cc1C (configuration not stated)	9%	?	-6%	8	?	-15%	6%
CC(C)CNc1ccnc(NCc2csc(-c3ccccc3)n2)n1	?	.	-1%&1%	-7	.	.	-12%
CCCCOc1ccccc1C(=O)Nc1onc2c1CCCC2	1%	.	.	-8	.	.	6%
Cc1ccc(C(=O)N(CC(C)C)CC2CN(C(=O)c3ccc4c(c3)OCO4)CCO2)cc1 (configuration not stated)	-3%	-4%	i	7	?	-25%	-4%
CN(C(=O)Cn1cc(S(=O)(=O)N2CCN(c3ccccc3F)CC2)c2ccccc2c1=O)c1ccc(Cl)cc1	-11%	.	.	-11	.	.	-6%
CC(=O)OC[C@]12[C@H](OC(C)=O)[C@H](OC(=O)c3ccccc3)[C@@H]3[C@@H](OC(C)=O)[C@]1(OC3(C)C)[C@H](C)C[C@H](OC(=O)c1ccccc1)[C@@H]2OC(=O)c1ccccc1	8%[23.9 µM]	.	i	7	.	.	.

Nine of the compounds above, in CSV form.
Molecule,SNCA viab count,FLuc inh,GPT2 inhibitor,IP6K1 inh,HEK293 tox,NIH3T3 tox,SNCA expr inhib
O=C(NCCc1ccccc1)c1ccc2c(c1)N(Cc1ccccc1)C(=O)c1ccccc1S2=O (configuration not stated),26%,.,.,3,.,.,53%[activator]
COc1ccc(C2Cn3nnc(-c4noc(-c5ccco5)n4)c3CO2)cc1 (configuration not stated),0%,-9%,i,13,11%,i,-23%
COc1cccc(C(=O)N2CCN(C(=O)c3cccc(-c4cccc(OC)c4)c3)CC2)c1,-3%[12.5 µM],.,-5%,-2,?,?,-28%
CCCNC(=O)C(NC(=O)c1ccc(OC)cc1)C1CCN(C(=O)c2ccccc2OC)CC1 (configuration not stated),-8%,3%,i,-3,-4%,-1%,8%
COCCNC(=O)[C@H]1C[C@H](Oc2cccnc2)CN1C(=O)NCCc1ccccc1,1%,1%,-11%,7,-2%,i,14%
O=C(C1CCCC1)N1Cc2ccccc2CC2(CCN(CC3CCNC3)C2)C1 (configuration not stated),-26%,.,i,-7,?,?,-9%
C=CCOC(=O)C1=C(C)N=C2SC=C(CC(=O)N3CCOCC3)N2C1c1ccc(C)cc1C (configuration not stated),9%,?,-6%,8,?,-15%,6%
CC(C)CNc1ccnc(NCc2csc(-c3ccccc3)n2)n1,?,.,-1%&1%,-7,.,.,-12%
CCCCOc1ccccc1C(=O)Nc1onc2c1CCCC2,1%,.,.,-8,.,.,6%
